# Rac1 mut GTP: human Rac1 activated mutant GTP binding change; GST-Rac1 activated beads, fluorescent GTP binding, flow cytometry; actives lie on both sides; 100% means binding = to untreated wells; percent activity (GTP binding), % at 10 µM; AID 764; 190,000 tested, 0.11% active;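 active = GTP binding at least 20 percentage points away from the 100% baseline, in either direction, so actives lie on both sides; inconclusive = Compound likely fluorescent itself, or too few beads counted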
# Rab7 wt GTP bind: alters GTP binding to wildtype dog Rab7 | GST-Rab7 beads, fluorescent GTP binding, flow cytometry; actives lie on both sides; untreated = 100%, excess cold GTP = 0% | GTP binding activity (percent of control), % at 10 µM | 190,000 tested, 0.055% active | AID 758;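 active = fluorescent GTP binding to Rab7 beads changed by at least 20 points from the 100% baseline, either direction, mostly lower; inconclusive = compound itself probably fluorescent, or too few beads counted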;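 note: median green fluorescence of bound Bodipy-FL-GTP per Rab7 bead population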
# Pf gamet viab: kills late stage P. falciparum gametocytes; P. falciparum stage V gametocytes, ATP luminescence, 24 h; inhibition, % at 10.9 µM; 150,000 tested, 0.065% active; AID 743093;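 active = inhibition above the mean plus 3 SD of compounds within the control limits, set per campaign, cut at about 38% in these data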;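 note: 0% = DMSO wells and 100% = medium only without gametocytes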
# Rab2A wt mod: changes GTP binding to wildtype dog Rab2A, up or down | P61105 | GST-Rab2 wt beads, Bodipy-GTP binding, flow cytometry | GTP binding activity, % at 10 µM | 190,000 tested, 0.19% active | AID 760;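 active = GTP binding activity at least 20 points away from 100%, either lowered or raised; inconclusive = signal likely due to the compound's own green fluorescence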;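 note: 0% = beads with excess unlabeled GTP and 100% = no-compound control corrected for plate trend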
# HRas wt GTP: human HRas wildtype GTP binding, change in either direction; P01112; GST-Ras wt beads, Bodipy-FL-GTP binding, flow cytometry; actives lie on both sides; GTP binding activity, % at 10 µM; 190,000 tested, 0.14% active;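 active = GTP binding activity at least 20% away from the 100% baseline, either lowered as inhibitor or raised as activator; inconclusive = flagged as likely green fluorescent, judged across all proteins in the well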;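 note: 0% = unlabeled GTP competition control and 100% = no-compound control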
# Target sequence (P01112 whole entry, looked up): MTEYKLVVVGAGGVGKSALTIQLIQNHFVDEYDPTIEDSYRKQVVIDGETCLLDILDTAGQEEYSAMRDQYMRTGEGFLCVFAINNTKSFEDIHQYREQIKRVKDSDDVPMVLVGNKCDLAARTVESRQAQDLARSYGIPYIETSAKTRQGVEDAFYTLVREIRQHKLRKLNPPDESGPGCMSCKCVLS
# Cdc42 wt: human Cdc42 wildtype GTP binding change, either direction; 190,000 tested, 0.2% active; P60953; GST-Cdc42 beads, Bodipy-GTP binding, flow cytometry; actives lie on both sides; AID 761; percent activity (GTP binding), % at 10 µM;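 active = percent activity GTP binding at least 20 points away from the 100% baseline, either down as inhibitor or up as activator; inconclusive = compound flagged as likely green fluorescent from well-wide comparison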;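 note: median bead fluorescence of bound Bodipy-FL-GTP at 100 nM; 0% = excess unlabeled GTP control and 100% = no compound control; below 100% means less GTP binding so inhibitor and above means activator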
# Target sequence (P60953 whole entry, looked up): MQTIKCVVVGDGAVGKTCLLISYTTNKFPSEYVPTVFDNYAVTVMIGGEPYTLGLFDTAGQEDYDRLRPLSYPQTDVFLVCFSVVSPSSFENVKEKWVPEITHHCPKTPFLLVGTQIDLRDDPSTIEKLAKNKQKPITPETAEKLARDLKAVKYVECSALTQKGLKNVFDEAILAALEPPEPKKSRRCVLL
# RGS8-Gao: modulates binding of RGS8 to human Galphao; multiplexed bead flow cytometry; actives lie on both sides; response (percent of control binding), % at 10 µM; 220,000 tested, 0.34% active; in the data active = response below about 60% or above about 140%; inactive = in between;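 note: Galphao activated as the GDP aluminium fluoride complex binding bead-coupled RGS8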
# Target sequence (P09471 whole entry, looked up): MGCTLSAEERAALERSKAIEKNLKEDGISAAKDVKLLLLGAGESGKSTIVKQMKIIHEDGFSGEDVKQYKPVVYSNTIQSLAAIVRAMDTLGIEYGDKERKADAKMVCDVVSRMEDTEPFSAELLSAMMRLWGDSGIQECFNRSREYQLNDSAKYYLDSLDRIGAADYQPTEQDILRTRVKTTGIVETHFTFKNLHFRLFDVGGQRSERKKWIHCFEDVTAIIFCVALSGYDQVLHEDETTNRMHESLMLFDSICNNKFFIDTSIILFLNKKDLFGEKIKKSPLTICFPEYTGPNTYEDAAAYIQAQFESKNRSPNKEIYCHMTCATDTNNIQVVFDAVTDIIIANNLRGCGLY
# Mcl1 Noxa PPI: disrupts binding of human Mcl-1 to Noxa peptide. 220,000 tested, 1.5% active. TR-FRET Mcl-1/Noxa peptide binding, 2 h. Q07820. AID 1022. inhibition, % at 21.7 µM;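 active = compounds that cut the protein-peptide binding signal by more than 50% relative to plate controls in a single-dose test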;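 note: His-tagged Mcl-1 with rhodamine Noxa BH3 peptide and terbium anti-His antibody; 0% = Mcl-1 plus Noxa peptide wells and 100% = peptide-only wells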
# Mcl1-Bid inh: disrupts binding of human Mcl-1 to Bid peptide. Q07820. TR-FRET Mcl-1/Bid-Dy647 peptide binding, 1536-well. inhibition, % at 21.7 µM. 220,000 tested, 0.97% active;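 active = compounds that cut the binding signal by more than half at the single screening dose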;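 note: His-tagged Mcl-1 with europium anti-His antibody binding Bid BH3 peptide; 0% = Mcl-1 plus peptide wells and 100% = peptide-only wells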
# Rac1 wt GTP bind: alters GTP binding to wildtype human Rac1 | P63000 | 190,000 tested, 0.27% active | GST-Rac1 beads, fluorescent GTP binding, flow cytometry; actives lie on both sides; 0 = cold GTP competed, 100 = untreated | AID 757 | GTP binding activity (% of control), % at 10 µM;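 active = GTP binding activity at least 20 points away from the 100% control level, either lower or higher; inconclusive = compound flagged as likely green fluorescent, judged across all proteins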
# Bim-Mcl-1: human Bim-Mcl-1 interaction inhibition; Bead-based flow cytometry, Bim peptide-Mcl-1 binding; inhibition, % at 10 µM; 190,000 tested, 0.1% active; AID 1009; in the data active = inhibition above about 40%;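 note: 0% = no compound tracer wells and 100% = peptide blocker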
# Active calls of the source: *; ? = inconclusive; nt = no result given.
SMILES,Rac1 mut GTP,Rab7 wt GTP bind,Pf gamet viab,Rab2A wt mod,HRas wt GTP,Cdc42 wt,RGS8-Gao,Mcl1 Noxa PPI,Mcl1-Bid inh,Rac1 wt GTP bind,Bim-Mcl-1
CCCS(=O)(=O)c1c(S(=O)(=O)CCC)c2ccccn2c1C(=O)OC,98.0,100.0,-0.2,98.0,100.0,100.0,102.5,16.4,-15.2,96.0,-6.0
CCOC(=O)/C(=N/Nc1ccc(Cl)cc1)S(=O)(=O)c1ccc(Cl)cc1,100.0,101.0,nt,101.0,102.0,101.0,101.1,1.2,-6.9,100.0,0.0
N#Cc1ccc(Oc2ccc(NC(=O)C3CC=CCC3C(=O)O)cc2)cc1 (stereo not given),95.0,101.0,-22.1,97.0,97.0,96.0,100.5,22.3,-34.5,99.0,0.0
Cc1ccc(O)c(NC(=O)/C=C/C(=O)O)c1,95.0,100.0,-6.6,98.0,96.0,94.0,102.2,-1.3,9.9,97.0,-1.0
O=C(c1ccco1)N(Cc1ccco1)c1ccc(O)cc1,102.0,97.0,nt,100.0,97.0,95.0,94.3,2.7,-17.7,101.0,-3.0
O=[N+]([O-])c1cc(Cl)ccc1NCCNc1ncc(C(F)(F)F)cc1Cl,98.0,101.0,-6.3,100.0,100.0,99.0,101.3,-5.9,-15.5,100.0,1.0
CCOc1nc(C)ccc1-c1noc(-c2ccccc2OC)n1,99.0,100.0,nt,100.0,99.0,98.0,100.5,6.2,-13.4,100.0,-3.0
CC(C)NC(=O)[C@H](CSCc1ccccc1)N1Cc2ccccc2C1=O,100.0,98.0,nt,96.0,102.0,105.0,nt,-3.1,-9.8,109.0,0.0
COc1cc(Cl)ccc1S(=O)(=O)n1nc(C)cc1C,100.0,102.0,nt,102.0,102.0,102.0,101.9,9.8,-17.9,103.0,2.0
Cc1[nH]c2ccccc2c1C(=O)C(=O)NCCOc1ccccc1,101.0,99.0,2.1,100.0,97.0,101.0,105.3,-0.7,-2.2,103.0,0.0
Nn1c(SCc2cccc3ccccc23)nnc1-c1ccco1,99.0,95.0,13.3,97.0,99.0,99.0,94.9,9.2,-16.8,99.0,0.0
CCSc1nnc(-c2cccnc2)n1Cc1ccco1,100.0,100.0,-10.3,102.0,101.0,102.0,101.5,3.7,-13.9,99.0,-4.0
Cc1cc(/C=C2\SC(=S)N(Cc3ccco3)C2=O)c(C)n1-c1ccccc1,112.0,112.0,-2.3,118.0,115.0,105.0,91.2,2.9,-37.4,115.0,-11.0
O=C(NCc1cccnc1)C(=O)NCC(c1ccco1)N1CCN(c2ccccc2)CC1 (stereo not given),nt,nt,-10.9,nt,nt,nt,99.8,-2.4,-35.7,nt,-8.0
Nc1nc(-c2ccc(F)cc2)cs1,100.0,99.0,-5.2,102.0,100.0,100.0,99.4,-2.8,-55.4,102.0,-3.0
O=C(NCc1ccccc1)c1c(O)c2cccc3c2n(c1=O)CCC3,100.0,99.0,nt,98.0,101.0,103.0,101.6,10.0,6.4,108.0,3.0
Cn1c(CN2CCN(c3ccc(Cl)cc3)CC2)nc2ccccc21,100.0,103.0,nt,102.0,102.0,101.0,100.9,-6.5,-57.4,100.0,0.0
CC1Oc2ccccc2N(CC(=O)NCc2ccc3c(c2)OCO3)C1=O (stereo not given),94.0,99.0,0.9,96.0,100.0,96.0,105.8,4.6,-9.5,101.0,-1.0
COc1ccccc1N1CCN(CC(=O)Nc2c(C)n[nH]c2C)CC1,100.0,100.0,nt,101.0,99.0,103.0,120.3,-1.9,-49.3,103.0,-4.0
Cn1c(CCN2CCCCC2)nc2cc(NC(=O)Nc3ccccc3)ccc21,98.0,102.0,9.5,100.0,101.0,102.0,104.8,4.3,-42.5,98.0,-1.0
O=C(O)c1cccc(-c2ccc(/C=N/Nc3nn[nH]n3)o2)c1,88.0,96.0,16.1,91.0,89.0,88.0,101.3,18.6,-22.5,88.0,0.0
CN(Cc1cc2ccccc2[nH]c1=O)S(C)(=O)=O,100.0,102.0,4.9,103.0,102.0,105.0,105.9,8.2,-33.0,103.0,-2.0
Cc1ccc(-c2csc3nc(SCC(=O)N(C)C)n(Cc4ccccc4)c(=O)c23)cc1,99.0,100.0,21.2,97.0,99.0,98.0,103.0,3.7,5.8,102.0,10.0
CCOC(=O)C1(Cc2cccc(OC)c2)CCN(Cc2cccc3cnccc23)CC1,93.0,94.0,-27.3,94.0,93.0,92.0,104.9,-4.7,-14.8,95.0,1.0
CCN1CCN(S(=O)(=O)c2cc(C)c(OC)cc2C)CC1,97.0,102.0,5.0,101.0,101.0,100.0,99.1,8.3,-3.8,98.0,nt
O=C(CSc1nnc(-c2ccco2)o1)c1ccccc1Cl,92.0,94.0,-18.1,95.0,95.0,98.0,92.0,19.9,-30.9,101.0,0.0
O=C(O)C1C2C=CC(O2)C1C(=O)NC1CCCc2ccccc21 (stereo not given),97.0,98.0,nt,97.0,99.0,99.0,100.1,4.6,-12.2,102.0,1.0
N#CC12C(N)=NC3(OCCO3)C1(C#N)C1=C(CCC1)NC2c1ccccc1 (stereo not given),95.0,93.0,nt,95.0,94.0,98.0,100.2,5.1,-31.9,96.0,-1.0
CCSc1nnc2ccc(-c3ccco3)nn12,91.0,108.0,0.1,97.0,93.0,96.0,100.4,14.3,-9.8,89.0,0.0
COc1ccc(S(=O)(=O)Nc2ccccc2-c2nnn(CC(=O)Nc3ccccc3OC)n2)cc1,101.0,98.0,-2.0,97.0,99.0,99.0,101.2,4.9,-14.2,102.0,3.0
CC(C)c1ccc(-n2cccc2/C=C2/C(=N)N3C=CSC3=NC2=O)cc1,99.0,98.0,15.2,95.0,97.0,98.0,103.0,21.5,-11.1,98.0,-2.0
Cc1ccc(-c2noc(CN3CCN(C(c4ccccc4)c4ccccc4)CC3)n2)cc1,98.0,96.0,nt,97.0,97.0,98.0,103.6,2.3,-15.6,99.0,-4.0
CC(=O)Nc1ccc(S(=O)(=O)NCC2CCC(C(=O)N3CCCCCC3)CC2)cc1 (stereo not given),97.0,103.0,nt,101.0,100.0,100.0,96.2,-11.9,4.7,100.0,1.0
CC(/C=C/c1ccco1)=N/NC(=O)OC(C)(C)C,101.0,100.0,-10.2,100.0,100.0,102.0,100.6,11.4,-1.0,104.0,-2.0
CCCNS(=O)(=O)c1ccc(OCC(=O)Nc2ccc3c(c2)OCCO3)cc1,98.0,97.0,nt,96.0,98.0,97.0,100.3,7.2,-0.9,100.0,-2.0
CCn1cc(C(=O)N2CCn3c(nc4ccccc43)C2)c(=O)c2ccc(C)nc21,100.0,99.0,nt,98.0,100.0,100.0,100.9,14.4,15.4,104.0,1.0
O=C(CCc1nnc(-c2ccc(-c3ccccc3)cc2)o1)NCCc1ccccn1,97.0,108.0,9.3,100.0,102.0,97.0,102.8,-6.6,-22.4,103.0,0.0
O=C(Cn1cnc2ccccc21)NCCCN1CCOCC1,103.0,101.0,-17.2,101.0,101.0,103.0,102.7,-14.0,-33.3,106.0,0.0
CCN(CC)c1ccc(C(=O)N/N=C(\C)c2cccnc2)cc1,94.0,104.0,0.3,95.0,97.0,95.0,101.2,19.4,-36.7,98.0,-2.0
CC(C)CC(=O)Nc1ncnc2c1C(=O)CC(C)(C)C2,95.0,98.0,-22.0,98.0,98.0,97.0,103.5,-7.2,-13.0,93.0,0.0
O=C1N2CCSC2=NC1(Nc1ccccn1)C(F)(F)F (stereo not given),102.0,107.0,-7.6,104.0,106.0,105.0,103.7,1.7,-9.1,112.0,-2.0
O=C1c2ccccc2C(=O)C12OC(c1ccccc1)C1(C(=O)c3ccccc3C1=O)C2c1cccc([N+](=O)[O-])c1 (stereo not given),99.0,105.0,nt,99.0,102.0,102.0,101.3,0.1,-8.7,107.0,3.0
NC1=NC(c2cn(-c3ccccc3)nc2-c2cccs2)n2c(nc3ccccc32)N1 (stereo not given),100.0,102.0,nt,102.0,102.0,102.0,102.3,-0.8,1.9,103.0,1.0
O=C(Nc1cccc(Cl)c1)OCc1cncs1,102.0,99.0,-6.2,100.0,103.0,102.0,104.2,-3.8,-13.3,108.0,-4.0
Cc1[nH]n(-c2ccccc2)c(=O)c1C=NC1CCCCCC1,97.0,96.0,nt,97.0,94.0,96.0,102.1,-6.1,-21.3,99.0,1.0
CC(=O)Nc1ccc(N2CCOCC2)c(C(=O)Nc2cccc(C)c2)c1,91.0,96.0,nt,95.0,98.0,94.0,111.6,0.1,-34.6,96.0,-2.0
O=C(CN1CCN(c2ccccn2)CC1)Nc1ccc2ccccc2c1,98.0,97.0,-5.6,95.0,97.0,97.0,96.2,12.2,-29.2,96.0,1.0
CC(C)NC(=O)c1ccc2c(=O)n(CC3CCCO3)c(=S)[nH]c2c1 (stereo not given),92.0,102.0,12.4,94.0,94.0,91.0,99.6,9.4,-32.7,92.0,-2.0
O=C(NCCc1ccccc1)C1CCN(c2ncccn2)CC1,96.0,97.0,-13.2,98.0,96.0,99.0,94.3,17.7,-15.5,97.0,-2.0
COc1ccccc1N1CCN(C(c2ccccc2)c2nnnn2CCc2ccccc2)CC1 (stereo not given),95.0,93.0,-29.4,100.0,98.0,101.0,101.2,31.6,25.2,100.0,-4.0
Cc1ccc(N(CC(=O)NCc2ccc(F)cc2)S(=O)(=O)c2cccs2)cc1,97.0,99.0,nt,98.0,99.0,99.0,103.4,-1.9,8.7,100.0,0.0
CCOC(=O)C1CCN(CCC(=O)Nc2ccc(C)cc2)CC1,97.0,97.0,19.4,98.0,97.0,95.0,99.9,-5.0,-41.7,103.0,0.0
COc1ccc(S(=O)(=O)NCCc2ccc(F)cc2)cc1,95.0,101.0,17.9,100.0,99.0,97.0,101.1,12.0,-17.3,99.0,-2.0
CCCN(Cc1ccccc1)C(=S)Nc1cccc(C(F)(F)F)c1,98.0,94.0,7.1,100.0,97.0,95.0,89.5,17.9,-34.6,100.0,-7.0
CC(=O)Nc1ccc(S(=O)(=O)N2CCN=C2C)cc1,?,?,nt,?,?,?,101.6,4.1,-7.0,?,-2.0
COc1cc(/C=N/NC(=O)CNc2n[nH]c(=O)[nH]c2=O)ccc1O,99.0,100.0,nt,99.0,98.0,98.0,100.7,20.1,-61.5,98.0,-13.0
COc1ccc2cc(-c3[nH]ncc3CN3C[C@@H]4CCC[C@H]3C4)ccc2c1,101.0,105.0,-19.1,101.0,100.0,99.0,99.8,14.6,9.1,100.0,-2.0
CC(Sc1nc(NC(C)(C)C)nc(N(C)C)n1)C(=O)Nc1ccccc1 (stereo not given),97.0,106.0,6.8,101.0,100.0,101.0,104.7,-6.6,-6.2,101.0,-1.0
